p53ts 39C kill – cytotoxicity in p53ts cells at nonpermissive temperature. H1299-p53A138V viability at 39C, ATP luminescence, 24 h. Potency, µM (doses to about 46.1 µM), inactives show top-dose activity change, negative = cell killing, most hits filed as cytotoxic. 1.5% of 130,000 active. AID 902; further: nearly all actives have a fitted effect of over 55% in size
IkB signaling – suppresses IkB signaling in ABC-DLBCL reporter cells; ABC-DLBCL IkBa-CBG/CBR dual luciferase ratio, 4 h; response scale: scaled: untreated 0%, proteasome inhibitor 100%; AID 445; 0.04% of 110,000 active; Potency, µM (series often up to 57.1 µM), for the others: top-dose IkBa stabilization activation; active means well fitted curve in the direction sought with a large enough effect in the signal ratio, not every such curve was filed as active; inconclusive means small, poorly fitted or top-dose-only effect, or a change in a side signal; the % refers to the signal ratio;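 further: the direction sought is a rising ratio; 0% = basal untreated cells and 100% = reference inhibitor full response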
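Curves were fitted separately to fusion (green), unfused (red) and ratio luminescence, then classed by r2, magnitude and activity. Cells: OCI-Ly3, 4 h compound plus doxycycline at 37C; 10 uM MG-132 defined full response.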
Imprint erasure – induces erasure of genomic imprints in mouse ES cells | mouse ES Peg3-LacZ reporter, beta-gal luminescence, 40 h | Potency, µM (top dose mostly 60.7 µM), for the others: at the top dose activity change, positive = activation, hits mostly activators | 0.02% of 110,000 active;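 further: 0% = negative control wells on the plate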
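Gelatin-coated wells received 300 freshly trypsinized female ES cells with a Peg3LacZ-Neo reporter on the maternal allele, then incubated 40 hours at 37C. BetaGlo was added for 5 minutes at room temperature before a single luminescence read.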
p53ts 32C kill – kills p53ts cells at the permissive temperature. H1299-p53A138V at 32C, ATP luminescence viability, 24 h. Potency, µM (highest dose often 46.1 µM), inactives show top-dose activity change, negative = cytotoxicity, most hits filed as cytotoxic. 0.93% of 130,000 active;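 further: 0% = DMSO and -100% = full killing by reference compound; nearly all actives have a fitted effect of over 55% in size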
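ATP-content luminescence (ATPlite) read-out after 24 h compound exposure at 32C in H1299-p53A138V cells (600/well). Tested up to 46 uM. Normalized to DMSO (0%) and 100 uM tamoxifen (100% killing); Hill-fit AC50.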
Numbers without * were called inactive; ? = inconclusive; / = no result given; [ ] = another dose, or the depositor's remark. Unless noted, the call rests on the fitted dose curve; in most records, active means well fitted curve in the direction sought with a large enough effect; inconclusive means small, poorly fitted or top-dose-only effect, or another doubt; inactive means no such curve, though single readings can be large; an effect the other way counts as inactive or inconclusive. Unless noted, on the % scale 0 is the no-effect control and ±100 the full control effect; potency means the concentration at half of the fitted maximal effect.

| SMILES | p53ts 39C kill | IkB signaling | Imprint erasure | p53ts 32C kill |
| --- | --- | --- | --- | --- |
| COc1cc([N+](=O)[O-])ccc1NC(=O)N1CCN(c2cc(-c3noc(C)n3)ccc2C)CC1 | -15% | -0.4% | ? | -10% |
| Cc1ccc(C)c(N2CCN(C(=O)c3cc(S(=O)(=O)N4CCCCC4)cn3C)CC2)c1 | ? | ? | -11%[10.9 µM] | -5% |
| C=C/C(C)=C/[C@]1(C)SC(=O)C(C)=C1O | 22% | 0.6% | / | 6% |
| COc1ccc(Nc2nc(N)nc(CSc3nnc(C)s3)n2)cc1 | -3% | / | / | -3% |
| CCCCN(C)C(=O)c1cn(C)c2ccc(S(=O)(=O)N3CCC(C)CC3)cc2c1=O | 25% | -1.4% | 8%[10.9 µM] | 1% |
| Cc1ccc(-n2cc(C(=O)Oc3cccc(C)c3)c3ccccc3c2=O)cc1 | -6% | 1.1% | -5%[10.9 µM] | 3% |
| Cc1ccc(CNC(=O)c2cccn2-c2nnc(N3CCCCC3)s2)cc1 | 13% | 1.8% | -12%[10.9 µM] | -3% |
| CCS(=O)(=O)c1nc(S(=O)(=O)c2ccc(Cl)cc2)c(NCc2ccc(Cl)cc2)s1 | -1% | -1.1% | 4%[10.9 µM] | 0% |
| CC1CN(S(=O)(=O)c2ccc(NC(=O)CCCN3C(=O)c4ccccc4C3=O)cc2)CC(C)O1 (stereo unspecified) | 3% | -0.1% | -11% | 0% |
| Fc1ccc(-c2noc3ncnc(N4CCCCC4)c23)cc1 | -12% | -1.8% | -4%[10.9 µM] | 4% |
| COCC(=O)Nc1ccc(N(C)C)cc1 | -4% | 0.1% | -27% | -10% |
| O=C(Nc1cccc(Br)c1)c1ccc(Cl)c(S(=O)(=O)N2CCOCC2)c1 | 5% | / | / | ? |
| COc1ccccc1C(=O)N1CCc2ccccc21 | 6% | -1.5% | -2% | 2% |
| CC(C)(C)OC(=O)C1=NOC2(C=CC(=O)C=C2)C1 | 3%[9.22 µM] | / | / | ? |
| CCCN(CCC)CCCNC(=O)c1cc2cc3ccc(OC)cc3nc2o1 | -1% | 3.0% | -8% | -5% |
| CN(c1ccccc1)S(=O)(=O)c1nnc(NC(=O)COc2ccccc2)s1 | ? | -4.3% | -26%[10.9 µM] | ? |
| CN(C)CCCNc1oc(-c2cccc(Cl)c2)nc1C#N | -11% | 2.6% | -26% | -7% |
| CCCS(=O)(=O)N1CCC(C(=O)NCCN(CC)c2ccccc2)CC1 | -10% | -2.4% | -8% | 1% |
| CC(C)(C)C(=O)NCCc1nc2ccccc2n1CCCCOc1ccc(Cl)cc1 | 32µM* | ? | -7%[10.9 µM] | 6% |
| CC(C)(C)c1ccc(OCCN2CCCC2)cc1 | -11% | -0.4% | -19% | -6% |
| Oc1c(C(c2cccs2)N2CCN(c3ccccc3)CC2)sc2ncnn12 (stereo unspecified) | 12% | 2.8% | -43%[inhibitor] | 17% |
| COc1ccc2c(c1)c(=O)c(Br)c(C)n2Cc1ccccc1 | 2% | -1.3% | -13% | 12% |
| Cc1ccc(C2CC(c3ccccc3C)n3nc(N)nc3N2)cc1 (stereo unspecified) | -3% | -2.5% | -5% | 2% |
| CC1=C(C(=O)Nc2cccnc2)C(c2cccnc2)n2nc(-c3cccs3)nc2N1 (stereo unspecified) | -2% | 3.3% | -2% | 9% |
| CCOc1ccc(Cn2c(CNS(=O)(=O)c3ccc(Cl)s3)nc3cccnc32)cc1 | -27% | -0.5% | -6%[10.9 µM] | 1% |
| CCC(C)COC(=O)c1ccc(C(=O)O)cc1 (stereo unspecified) | -9% | 0.7% | -93%[inhibitor] | 0% |
| Cc1c(-c2ccccc2)c(=O)oc2c(CN3CCOCC3)c(O)ccc12 | 10% | -6.8% | 5%[10.9 µM] | 6% |
| CCOC(=O)C(C)n1cnc2sc(C)c(C)c2c1=O (stereo unspecified) | -2% | / | / | 5% |
| Nc1nn(-c2ccccc2)nc1C(=O)OCc1ccccc1Br | 12% | -2.5% | -19%[10.9 µM] | -19% |
| CC1(C)CC(=O)C=C(Nc2ccc(Br)cn2)C1 | 1% | 1.4% | -6% | -2% |

Fetched one by one from above:
| SMILES | p53ts 39C kill | IkB signaling | Imprint erasure | p53ts 32C kill |
| --- | --- | --- | --- | --- |
| CN(c1ccccc1)S(=O)(=O)c1nnc(NC(=O)COc2ccccc2)s1 | ? | -4.3% | -26%[10.9 µM] | ? |
| Cc1ccc(C)c(N2CCN(C(=O)c3cc(S(=O)(=O)N4CCCCC4)cn3C)CC2)c1 | ? | ? | -11%[10.9 µM] | -5% |

Compounds above with a Cl atom, in the order listed:
| SMILES | p53ts 39C kill | IkB signaling | Imprint erasure | p53ts 32C kill |
| --- | --- | --- | --- | --- |
| CCS(=O)(=O)c1nc(S(=O)(=O)c2ccc(Cl)cc2)c(NCc2ccc(Cl)cc2)s1 | -1% | -1.1% | 4%[10.9 µM] | 0% |
| O=C(Nc1cccc(Br)c1)c1ccc(Cl)c(S(=O)(=O)N2CCOCC2)c1 | 5% | / | / | ? |
| CN(C)CCCNc1oc(-c2cccc(Cl)c2)nc1C#N | -11% | 2.6% | -26% | -7% |
| CC(C)(C)C(=O)NCCc1nc2ccccc2n1CCCCOc1ccc(Cl)cc1 | 32µM* | ? | -7%[10.9 µM] | 6% |
| CCOc1ccc(Cn2c(CNS(=O)(=O)c3ccc(Cl)s3)nc3cccnc32)cc1 | -27% | -0.5% | -6%[10.9 µM] | 1% |

A portion from further up:
| SMILES | p53ts 39C kill | IkB signaling | Imprint erasure | p53ts 32C kill |
| --- | --- | --- | --- | --- |
| CCOC(=O)C(C)n1cnc2sc(C)c(C)c2c1=O (stereo unspecified) | -2% | / | / | 5% |
| Nc1nn(-c2ccccc2)nc1C(=O)OCc1ccccc1Br | 12% | -2.5% | -19%[10.9 µM] | -19% |
| CC1(C)CC(=O)C=C(Nc2ccc(Br)cn2)C1 | 1% | 1.4% | -6% | -2% |

Next compounds follow:
| SMILES | p53ts 39C kill | IkB signaling | Imprint erasure | p53ts 32C kill |
| --- | --- | --- | --- | --- |
| COc1cccc(-n2c(C)nc3c(cnn3-c3ccc(C)c(C)c3)c2=O)c1 | -13% | ? | -4%[10.9 µM] | -10% |
| COc1ccc(O)c(C(=O)c2cc(C#N)c(=O)n(CCN3CCOCC3)c2)c1 | -12% | 0.1% | -15% | 7% |
| COc1ccc(C2(CNC(C)=O)CCCC2)cc1OC | -3% | 2.0% | -7% | 3% |
| O=C(Cn1nc(Cc2cccnc2)c2ccccc2c1=O)NCc1ccc2c(c1)OCO2 | 4% | -3.4% | -7% | 3% |
| O=C(Nc1ccc(S(=O)(=O)N(Cc2ccccc2)c2ccccc2)cc1)c1ccccc1F | -6% | ? | -16%[10.9 µM] | -5% |
| O=C(CCC1COc2ccccc2O1)Nc1ncccc1O (stereo unspecified) | 3% | -2.1% | -11% | 3% |
| COc1ccc(-c2nc(N3CCOCC3)nc3nn4c(C)c(CCC(=O)O)c(C)nc4c23)cc1 | 3% | -1.3% | 9% | -2% |
| COc1cccc(N2CCN(C(=O)c3cc4c(s3)-c3c(C)cccc3OC4)CC2)c1 | 5% | ? | 15%[10.9 µM] | 2% |
| CCOc1ccc(C2=NNC(c3cccs3)=Nc3ccc(OC)cc32)cc1OCC | -21% | / | / | 2% |
| Cc1cc(N2CCOCC2)n2nc(-c3cccc(F)c3)cc2n1 | -22% | -0.4% | -6% | -13% |
| CCOc1ccc(CNC(=O)C2CCCN(S(=O)(=O)c3ccc4c(c3)CCCC(=O)N4)C2)cc1 (stereo unspecified) | 11% | ? | -13%[10.9 µM] | -16% |
| CCOC(=O)C1=C(C)N(c2ccccc2)C(=O)C1 | -6% | / | / | 12% |
| COc1ccc(NC(=O)c2oc3ccccc3c2NC(=O)COc2ccc(F)cc2)c(OC)c1 | 0% | -0.8% | -8%[10.9 µM] | -1% |
| c1cncc(-c2nc(-c3ccc4c(c3)OCO4)cs2)c1 | ? | -0.1% | -52%[inhibitor] | ? |
| CC1CCN(c2nn3c(=O)c(C(=O)NCCc4ccc(Cl)cc4)cnc3s2)CC1 | 17% | -1.0% | -8%[10.9 µM] | -8% |
| Nc1nc(CN2CCN(c3cccc(Cl)c3)CC2)nc(N2CCCc3ccccc32)n1 | -24% | ? | 0% | -20% |
| O=C(c1cc(-c2ccccc2)on1)N1CCN(Cc2ccc3c(c2)OCO3)CC1 | 18% | ? | 4% | 11% |
| COc1cccc(OCCOc2c(OC)cccc2OC)c1 | 8% | -0.7% | -17% | -6% |
| Cc1ccc(C)c(-n2c(CNC(=O)c3ccco3)nnc2SCC(=O)Nc2nccs2)c1 | -8% | -0.9% | -5% | -20% |
| COc1ccc(Cl)cc1NC(=O)C(C)n1c(=O)cc(C(F)(F)F)c2c(C)nn(C)c21 (stereo unspecified) | 8% | -1.1% | 7%[10.9 µM] | 1% |
| O=C(NCC1(N2CCOCC2)CCCCC1)c1ccc(Cl)c(S(=O)(=O)NCc2ccco2)c1 | -11% | 1.6% | -12% | 3% |
| CCOC(=O)N1CCc2c(sc3c2c(=O)n(CCc2ccccc2)c(=O)n3CC(=O)Nc2ccccc2C)C1 | 5% | ? | -8%[10.9 µM] | 3% |
| O=c1ccc2cc(S(=O)(=O)N3CCCC3)ccc2[nH]1 | -18% | ? | 11%[10.9 µM] | 5% |
| CCOc1cc(-c2nc(-c3ccc(-c4ccccc4)nc3OCC)no2)cc(OCC)c1OCC | -5% | ? | -2%[10.9 µM] | 4% |
| COC(=O)Cc1csc(N)n1 | 0% | 1.0% | -11% | 8% |
| COc1ccccc1N=Cc1nc(-c2ccccc2)oc1OC(C)=O | 28% | / | / | -2% |
| CC(CCc1ccccc1)NC(=O)C1CCN(S(=O)(=O)c2cnc[nH]2)CC1 (stereo unspecified) | -18% | -0.5% | -6% | -3% |
| COc1cccc(C(=O)Nc2ccc3nc(N4CCN(c5ncccn5)CC4)cc(C)c3c2)c1OC | ? | ? | -3% | ? |
| O=C1O[C@@H]([C@H](O)[C@H](O)[C@H](O)CO)[C@@H](O)[C@@H]1O | 3%[9.22 µM] | -1.1%[11.4 µM] | -8%[10.9 µM] | 6%[9.22 µM] |
| C=Cc1ccc(CN2C(=O)N(c3ccc(C)c(C)c3)S(=O)(=O)c3ccccc32)cc1 | 3% | 1.1% | -15%[10.9 µM] | 4% |
| COC(=O)c1[nH]c2c(c1C)C(=O)CCC2 | -2% | -0.8% | -2% | -6% |
| O=C1c2oc3ccc(F)cc3c(=O)c2C(c2cccc(O)c2)N1CCCN1CCOCC1 (stereo unspecified) | 2% | 2.7% | -10% | 4% |
| CCOC(=O)c1c(C)oc2ccc(N(C(C)=O)S(=O)(=O)c3c(C)cc(C)cc3C)cc12 | -19% | -3.0% | -18%[10.9 µM] | -4% |
| Cc1ccc(Cn2c(CNS(=O)(=O)c3ccc(F)c(Cl)c3)nc3cccnc32)cc1 | ? | 1.2% | -14%[10.9 µM] | 0% |
| Cc1ccc(Cl)cc1NC(=O)c1cc2c(=O)n3cccc(C)c3nc2n1C | -13% | ? | -15%[10.9 µM] | 4% |
| Cc1noc(NS(=O)(=O)c2ccc(N3Cc4ccccc4C3=O)cc2)c1C | -9% | -0.6% | -34%[inhibitor] | -5% |
| CCCCCCCCCCCCCCCCCCc1ccc(C(=O)/C=C\C(=O)O)cc1 | 0% | 1.4% | -2% | 7% |
| COc1ccc(CNC(=O)c2ccc3[nH]c(C)c(C)c3c2)c(OC)c1 | -3% | ? | -9%[10.9 µM] | 0% |
| COC(=O)N1CC=CC1(C)C(=O)O (stereo unspecified) | -7% | / | -7% | 4% |
| CS(=O)(=O)N(CC(=O)O)c1ccc2c(c1)OCO2 | 5% | -5.4% | -6% | 7% |
| COc1ccc(C(=O)Nc2cccnc2)cc1S(=O)(=O)N1CCOCC1 | -5% | -0.5% | -5% | 11% |
| COC(=O)C1=C(C)NC(=O)CC1c1cc2c(cc1Br)OCO2 (stereo unspecified) | 5% | 1.9% | -7% | 1% |
| O=C(CCCn1c(=O)c2ccccc2n(CC(=O)Nc2cccc(C(F)(F)F)c2)c1=O)NCc1ccc2c(c1)OCO2 | 10% | ? | 8%[10.9 µM] | 4% |
| Cc1ccccc1Oc1ccc(Oc2ccccc2C)nn1 | -13% | -0.6% | -26% | -8% |
| c1ccc2[nH]c(NCCN3CCOCC3)nc2c1 | 2% | 1.0% | -20% | -1% |
| Cn1c(=O)c(-c2ccc(Cl)cc2)nc2cnc(Nc3ccccc3)nc21 | -7% | -0.1%[11.4 µM] | 5% | -1% |
| CCCCn1nc(C(=O)N2CCc3ccccc32)c2ccccc2c1=O | -4% | 2.0% | -22% | 5% |
